Screening results deposited in PubChem BioAssay by National Center for Advancing Translational Sciences (NCATS).
EPAC2 ag: EPAC2 (human) agonism | Q8WZA2 | EPAC2 activation, biochemical qHTS; response scale: 100% = 6.5 mM cAMP response | Potency, µM (top dose mostly 154 µM), without a hit: at the highest dose activation, actives largely listed as activators | hit rate 0.079% among 360,000 | AID 720711; note: nearly all actives have a fitted effect of over 50% in size
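Each well held 100 nM EPAC2, 250 nM RAP1B-BODIPY-GDP and 50 uM GDP. Fluorescence, read at 5-min intervals to 30 min, was referenced to a 6.5 mM cAMP positive control.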
TDP-43 yeast inh: inhibitors of TDP-43 toxicity in yeast; TDP-43 expressing yeast growth rescue, BacTiter-Glo, 24 h; Potency, µM (highest dose often 46.1 µM), for the others: at the top dose growth rescue (activation), most hits filed as activators; hit rate 1.8% among 410,000; note: % of control where 0% means no effect; nearly all actives have a fitted effect of over 50% in size
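Yeast expressing TDP-43 (pregrown in raffinose, seeded at OD600=0.02 in galactose medium) exposed to compounds 24 hr at 30 deg C. Growth read by BacTiter-Glo luminescence; rescue of toxicity appears as increased signal.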
aSyn yeast inh: inhibitors of alpha-synuclein toxicity in yeast | hit rate 0.14% among 370,000 | Yeast expressing alpha-synuclein, growth rescue, BacTiter-Glo, 24 h | Potency, µM (titrated, usually from 46.1 µM), for inactives: at the highest dose growth rescue (activation), hits mostly activators | AID 652106; note: % of control where 0% means no effect; nearly all actives have a fitted effect of over 65% in size
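Readout is rescue of growth in alpha-synuclein-expressing yeast, so inhibitors of toxicity appear as activators. Growth after 24 hr at 30 deg C in galactose medium is quantified by luminescence.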
PTHR1 agonist: activates the human parathyroid hormone receptor PTHR1. Q03431. HEK293 GP2 PTHR1 cells, GloSensor cAMP luminescence, 1 h. Potency, µM (doses to about 115 µM), for the others: top-dose activation, most hits filed as activators. hit rate 0.075% among 410,000; note: nearly all actives have a fitted effect of over 55% in size; some results filed as inactive show a strong effect at the top dose; inactives centre near -15; many of its hits are not listed in these tables
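HEK-293-derived GP2 cells expressing PTHR1 and a GloSensor cAMP reporter, 3,000/well, plated overnight, given luciferin plus IBMX (each 0.5 mM as added) for 1 h at 37 °C, then compound for 1 h at 37 °C. Luminescence was read after 15 min at room temperature.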
FUS suppressor: rescues growth of FUS-expressing yeast; Potency, µM (titrated, usually from 76.6 µM), for the others: top-dose growth rescue (activation), usual class: activators; hit rate 0.24% among 390,000; S. cerevisiae FUS-expressing, growth rescue, OD600, 24 h;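 note: plate controls were DMSO vehicle for no effect and reference control for full effect; nearly all actives have a fitted effect of over 55% in size; some results filed as inactive show a strong effect at the top dose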
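Cultures pregrown in 2.5% raffinose medium are shifted to minimal medium containing 2% galactose to express toxic FUS. Compounds are tested at several concentrations. After 24hr at 30C, growth is quantified at 600 nm absorbance.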
EPAC1 antag: EPAC1 (human) antagonism; O95398; EPAC1 GEF assay, Rap1b-BODIPY-GDP exchange fluorescence; Potency, µM (highest dose often 115 µM), inactives show top-dose activity change, negative = inhibition, hits mostly inhibitors; hit rate 0.14% among 360,000; AID 720709;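 note: plate controls were vehicle for no effect and positive control for full effect; nearly all actives have a fitted effect of over 50% in size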
Target sequence (O95398 whole entry, looked up): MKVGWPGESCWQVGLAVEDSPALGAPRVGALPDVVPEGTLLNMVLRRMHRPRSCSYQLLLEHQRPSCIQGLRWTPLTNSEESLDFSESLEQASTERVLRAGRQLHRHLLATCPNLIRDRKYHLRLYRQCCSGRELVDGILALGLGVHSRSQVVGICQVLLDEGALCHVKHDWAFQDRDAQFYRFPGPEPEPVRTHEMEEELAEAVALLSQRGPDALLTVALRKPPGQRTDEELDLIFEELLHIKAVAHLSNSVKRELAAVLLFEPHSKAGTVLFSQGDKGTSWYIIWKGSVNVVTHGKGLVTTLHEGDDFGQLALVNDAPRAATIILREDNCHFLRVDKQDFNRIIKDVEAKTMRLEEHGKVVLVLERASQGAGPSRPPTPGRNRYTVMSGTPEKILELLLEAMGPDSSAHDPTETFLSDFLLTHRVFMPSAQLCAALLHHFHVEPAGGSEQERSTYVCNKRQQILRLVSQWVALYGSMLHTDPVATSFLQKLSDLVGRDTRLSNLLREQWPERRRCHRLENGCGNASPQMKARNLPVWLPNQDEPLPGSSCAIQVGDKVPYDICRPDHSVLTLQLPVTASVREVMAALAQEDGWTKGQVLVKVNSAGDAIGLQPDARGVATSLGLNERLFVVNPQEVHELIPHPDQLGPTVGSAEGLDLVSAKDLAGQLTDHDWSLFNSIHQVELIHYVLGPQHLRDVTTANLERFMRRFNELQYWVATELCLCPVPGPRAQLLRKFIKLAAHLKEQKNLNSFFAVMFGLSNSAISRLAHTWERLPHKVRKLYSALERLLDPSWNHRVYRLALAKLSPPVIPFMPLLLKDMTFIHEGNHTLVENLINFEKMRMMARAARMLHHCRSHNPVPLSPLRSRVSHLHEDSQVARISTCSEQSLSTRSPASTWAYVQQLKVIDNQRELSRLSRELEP
EPAC2 antagonist: blocks human EPAC2 exchange factor | EPAC2 GEF exchange of Rap1B-BODIPY-GDP, fluorescence | Potency, µM (highest dose often 114 µM), inactives show top-dose activity, negative = inhibition, hits mostly inhibitors | hit rate 0.18% among 360,000 | AID 720708; note: % is set by controls: 0 for no effect and ±100 for the full control effect; nearly all actives have a fitted effect of over 45% in size; many of its hits are not listed in these tables
EPAC1 ag: EPAC1 (human) agonism; O95398; EPAC1 agonist qHTS, biochemical assay; response scale: 100% = response to 6.5 mM cAMP; Potency, µM (highest dose often 154 µM), inactives show at the highest dose activation, most hits filed as activators; hit rate 0.073% among 360,000; note: nearly all actives have a fitted effect of over 60% in size
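Normalized to 6.5 mM cAMP, activity reflects EPAC1-catalysed release of BODIPY-GDP from Rap1B, followed kinetically over 30 min at 480 nm excitation, 540 nm emission. Reaction contained 100 nM EPAC1, 250 nM Rap1B-BODIPY-GDP, 50 uM GDP.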
Active calls of the source: *; i = inactive; ? = inconclusive; . = not tested or not shown; [ ] = another dose, or the depositor's remark. Calls come from the whole dose curve; as a rule, active = well fitted curve in the direction sought with a large enough effect; inconclusive = small, poorly fitted or top-dose-only effect, or another doubt; inactive = no such curve, though single readings can be large; an effect the other way counts as inactive or inconclusive. Potency is the fitted concentration of half-maximal effect. This is a subset. The share of hits here may be higher or lower than overall.

SMILES	EPAC2 ag	TDP-43 yeast inh	aSyn yeast inh	PTHR1 agonist	FUS suppressor	EPAC1 antag	EPAC2 antagonist	EPAC1 ag
O=C(CNCCc1ccc(Cl)cc1)Nc1ccc(C(=O)N2CCCCC2)cc1	2%	-12%	-1%	-9%	20%	-17%	-4%	3%
CCOC(=O)COc1c(Cl)cc(/C=C2\N=C(C)OC2=O)cc1OC	-1%	9%	4%	i	-10%	6%	-4%	12%
CC(C)Oc1ccc(/C=N/NC(=O)c2nnn(-c3nonc3N)c2CN(C)C2CCCCC2)cc1	-2%	14%	0%	-21%	-16%	-10%	5%	7%
N#Cc1ccc(-c2ccc(F)cc2)nc1Oc1ccc(F)cc1	3%	2%	-6%	i	19%	10%	19%	-2%
CCOC(=O)c1ccccc1NC(=O)CSc1ncc(C(=O)OCC)c(N)n1	10%	-12%	-5%	i	15%	1%	-2%	9%
CC(=O)Nc1ccc(NC(=O)c2ccccc2S(=O)(=O)c2ccc([N+](=O)[O-])cc2)cc1	2%	24%	12%	i	8%	7%	3%	3%
CNC(=O)C1C2C=CC3(O2)C1C(=O)N(C1CC1)C3C(=O)NCc1ccc(OC)cc1 (centres undefined)	13%	4%	-8%	i	13%	?	-2%	0%
COc1ccccc1-c1nc(SCC(=O)Nc2cc(C)on2)c2c(=O)n(C)c(=O)n(C)c2n1	0%	-22%	7%	-22%	16%	23%	1%	2%
CCOC(=O)c1ccc(N2CCOCC2)c(NC(=O)c2c(-c3ccccc3)noc2C)c1	2%	-15%[1.82 µM]	0%	i	24%	6%	3%	1%
COc1ccc(NC(=O)c2cccs2)c([N+](=O)[O-])c1	-17%	8%	2%	-30%[inhibitor][57.5 µM]	-8%	-6%	?	4%
O=C(CSc1nnc(-c2ccc3c(c2)OCO3)o1)Nc1ncc(Cl)cc1Cl	5%	13%	0%	i	-18%	-7%	15%	1%
O=[N+]([O-])c1ccc(CSc2ccc(S(=O)(=O)N3CCCC3)cn2)cc1	9%	0%	2%	-48%[inhibitor]	13%	16%	-22%	7%
NC(=O)c1oc2ccccc2c1NC(=O)Cc1ccccc1	6%	11%	7%	i	-18%	-9%	-2%	7%
CN(/N=C/c1cccc(Br)c1)C1=NS(=O)(=O)c2ccccc21	3%	-9%	-1%	i	-5%	-19%	-1%	-5%
CN(C)CCCN(C(=O)CCSc1ccccc1)c1nc2cc3c(cc2s1)OCO3	-7%	-8%	0%	-4%	19%	-20%	-8%	2%
Nc1c(C(=O)Nc2cccc(F)c2)nnn1-c1ccc2c(c1)OCCO2	-3%	-13%	3%	-33%	28%	3%	4%	3%
O=C(Cc1ccccc1)NC(=S)Nc1ccc(OC(F)F)cc1	19%	25%	-7%	-27%	-9%	-12%	-8%	17%
CC(SCC(=O)Nc1ccc(F)cc1)c1nc2ccccc2c(=O)[nH]1 (centres undefined)	-3%	-20%	-3%	-34%[inhibitor]	17%	?	-13%	-8%
CC(C)C(=O)Nc1cccc(C(=O)Nc2ccccc2C(=O)O)c1	5%	4%	1%	-4%	15%	5%	2%	8%
Cc1ccc(NC(=O)CNc2cccc(S(=O)(=O)N3CCOCC3)c2)cc1F	3%	-2%	0%	-10%	16%	-27%	-6%	-5%
Cc1nnc(SCCC(=O)Nc2ccc(F)cc2)s1	4%	-14%	-2%	i	1%	0%	7%	2%
O=C(NCC1CCCO1)C(Cc1ccccc1)N1C(=O)C2C3C=CC(C4CC34)C2C1=O (centres undefined)	4%	10%	-1%	-3%	-6%	-12%	4%	1%
O=C(NC1CCCCC1)c1ccccc1NC(=S)NC(=O)C1CCC1	7%	13%	2%	i	0%	10%	-1%	2%
O=C(N/N=C/C=C/c1ccccc1[N+](=O)[O-])c1ccncc1	-3%	-15%[1.82 µM]	0%	i	1%	17%	2%	-14%

Reprinted at random: 2 compounds from above, in no set order.
SMILES	EPAC2 ag	TDP-43 yeast inh	aSyn yeast inh	PTHR1 agonist	FUS suppressor	EPAC1 antag	EPAC2 antagonist	EPAC1 ag
CC(SCC(=O)Nc1ccc(F)cc1)c1nc2ccccc2c(=O)[nH]1 (centres undefined)	-3%	-20%	-3%	-34%[inhibitor]	17%	?	-13%	-8%
O=C(CSc1nnc(-c2ccc3c(c2)OCO3)o1)Nc1ncc(Cl)cc1Cl	5%	13%	0%	i	-18%	-7%	15%	1%

Remaining list, next part.
SMILES	EPAC2 ag	TDP-43 yeast inh	aSyn yeast inh	PTHR1 agonist	FUS suppressor	EPAC1 antag	EPAC2 antagonist	EPAC1 ag
O=c1[nH]nc(-c2ccc(NCCO)c([N+](=O)[O-])c2)c2ccccc12	5%	2%	0%	-23%	15%	-6%	-6%	4%
O=C(CC(c1ccccc1)c1cc(Br)ccc1O)N1CCCC1 (centres undefined)	0%	2%	6%	i	-9%	-6%	-8%	1%
COc1cc(C(C)=O)ccc1OCc1nnc(-c2ccccc2Br)o1	14%	25%	0%	-4%	33%	2%	-7%	8%
COCc1c(C(=O)Nc2ccc3nc(N4CCOCC4)sc3c2)oc2ccccc12	12%	-2%	0%	-54%[inhibitor]	?	-21%	-12%	15%
COc1ccc2[nH]c(=O)c(COC(=O)c3cccs3)cc2c1	12%	-11%	-11%	-20%	.	-17%	5%	4%
COc1ccc(NC(=O)Cn2nnc(C(=O)NCc3ccccc3)c2N)cc1Cl	-10%	8%	-6%	i	-18%	10%	-1%	0%
COc1cc2c(cc1OC)CN(c1nc(-c3cccnc3)nc3ccccc13)CC2	9%	14µM*	3%	-65%[inhibitor]	22%	-3%	0%	12%
CCCCc1ccc(NC(=O)CN2C(=O)C3CCCCC3C2=O)cc1 (centres undefined)	3%	0%	14%	-15%	?	-26%	-23%	?
COc1cc(/C=N/O)ccc1OCc1ccccc1Cl	7%	-3%[0.397 µM]	0%	-32%[inhibitor]	-18%	-18%	-22%	5%
CCn1c(SCC(=O)OC)nnc1C1CCCCC1	1%	0%	-8%	i	10%	-13%	0%	1%
Cc1cc(C)c(C#N)c(SCc2ccccc2)n1	0%[15.6 µM]	-30%[inhibitor]	-2%	i	-4%	10%	-12%	16%
Cc1ccc(NC2c3ncccc3C(=O)N2c2ccccc2C)cc1C (centres undefined)	2%	-3%	2%	i	.	?	-3%	-19%
CN(Cc1ccc(Cl)cc1Cl)C(=O)c1cccc(S(=O)(=O)NCc2ccccc2)c1	7%	3%	?	-10%	.	-3%	-1%	11%
CCCCOCCCNC(=O)C[C@@H]1C[C@@]2(C(=O)OC)CCCCC=C2N(Cc2ccc(Cl)cc2Cl)C1=O	1%	48%	?	-76%[inhibitor]	?	-23%	-14%	-14%
Cc1nn(C(=O)CNS(=O)(=O)c2ccccc2)c(C)c1Sc1ccc(Cl)cc1	7%	16µM*	-11%	-6%	.	-4%	0%	-6%
O=C(c1ccccc1)c1cc2cc(Cl)ccc2[nH]1	7%	3%	-1%	-20%	-5%	-13%	0%	14%
Nc1ccc2c(c1)Oc1ccccc1C=C2	18%	5%[9.22 µM]	16%	-20%	38%	-12%	-5%	3%
Cn1c(=O)[nH]c(=O)c2c1nc(N1CCCC1)n2CCO	4%	2%	0%	i	-17%	5%	0%	-1%
Cc1ccc(C)c(SCC(=O)NC2CCS(=O)(=O)C2)c1 (centres undefined)	1%	2%	-13%	i	-1%	-16%	2%	4%
O=C(O)CCC(=O)NN1C(=O)c2ccccc2NC1c1ccco1 (centres undefined)	1%	-4%	5%	-8%	6%	5%	1%	-5%
O=C(NNC(=O)C1CCC1)c1ccc(Cl)cc1	15%	-9%	1%	-11%	17%	-7%	10%	2%
CCOC(=O)C1CCN(C(=O)CCn2c(=O)oc3ccccc32)CC1	-8%	20%	-1%	-6%	-4%	10%	-5%	1%
COc1ccccc1CN1CCN(Cc2ccco2)CC1	9%	5%	1%	i	-2%	4%	-2%	1%
COc1ccc2nc(C)cc(SCC(=O)N/N=C/c3c(OC)ccc4ccccc34)c2c1	7%	10%	2%	i	-9%	8%	9%	7%
COCCNC(=O)C1(C)CCCN(C(=O)c2ccc3c(c2)CCO3)C1 (centres undefined)	11%	14%	0%	-1%	-14%	-7%	-4%	8%
CC1CCN(S(=O)(=O)c2nnc(NC(=O)c3cccc([N+](=O)[O-])c3)s2)CC1	-2%	10%	0%	-5%	-7%	23%	2%	-5%
CCOC(=O)Cc1csc(NC(=O)/C=C/c2ccc(OC)cc2)n1	4%	-14%[9.22 µM]	-15%	-32%[inhibitor]	23%	-8%	0%	-1%
CC(C)(C)CNC(=O)C1(C)CCN1C(=O)Cc1ccc(C(C)(C)C)cc1 (centres undefined)	-11%	0%	3%	-81%[inhibitor]	?	-5%	2%	-5%
Cc1nc(Nc2ccccc2C)c2cnn(C)c2n1	8%	6%	-9%	-24%	11%	-10%	-6%	0%
O=C(C1CCN(Cc2ccc(Cl)cc2)CC1)N1CCN(C(c2ccccc2)c2ccccc2)CC1	2%	-8%	-14%	i	23%	-7%	-19%	7%
CN(C)c1ccc(N/C=C/C(=O)c2ccccc2)cc1	-16%	-18%	0%	-64%[inhibitor][57.5 µM]	43%	-4%	-2%	6%
CC1(C(=O)NS(=O)(=O)c2cccc(C#N)c2)CCN1C(=O)CCc1ccccc1 (centres undefined)	2%	0%	0%	-3%	-4%	3%	12%	3%
COc1ccc(OCC(=O)Nc2ccccc2C(=O)N2CCOCC2)cc1	10%	1%	1%	-2%	-2%	-4%	7%	7%
CCc1nnc(NC(=O)CSc2nc3[nH]ncc3c(=O)[nH]2)s1	5%	-13%	0%	-12%	24%	13%	-6%	5%
COc1cccc(CNC(=O)CN2c3cccc4cccc(c34)S2(=O)=O)c1	0%	21%	7%	-2%	31%	1%	-2%	4%
CCCc1cc(=O)oc2c(C)c(OCC(=O)Nc3ccccn3)ccc12	-1%	-10%	2%	-2%	6%	8%	-6%	-9%
CCN1C(=O)C(c2ccc(O)cc2)(c2ccc(O)cc2)c2ccccc21	14%	-13%	1%	-8%	-10%	?	-10%	7%
COc1cccc(C2C(C(=O)c3ccc(C)o3)=C(O)C(=O)N2CCN2CCOCC2)c1 (centres undefined)	5%	-20%	-4%	?	28%	-14%	11%	-11%
